# TbPYK inhibitor = qHTS of Trypanosoma Brucei Inhibitors; 410,000 compounds, 0.12% hits; pyruvate kinase (Trypanosoma brucei), Q57TT1; AID 624173, 2012; Potency, µM (highest dose often 76.8 µM), for the others: at the highest dose activity, negative = inhibition, actives largely listed as inhibitors; TbPYK enzyme, Kinase-Glo Plus ATP luminescence, 45 min; note: nearly all actives have a fitted effect of over 50% in size
#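 T. brucei PYK with substrate was exposed to pin-transferred compounds across a concentration series, then started with 130 uM ADP (final). After 45 min at room temperature, Kinase-Glo Plus luminescence was read, normalized and curve-fitted.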
# HCV inh = qHTS Assay for Inhibitors of Hepatitis C Virus (HCV); Potency, µM (doses to about 41.8 µM), inactives show at the top dose activity change, negative = inhibition, actives largely listed as inhibitors; Huh7.5.1 HCVcc-Cre infection, luciferase reporter, 44 h; 340,000 compounds, 3.4% hits
#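 Reporter virus HCVcc-Cre (~0.5 moi) infects cells exposed to compound; seeding density 1,000 cells/well with 4 h settling beforehand. Luminescence, 15 sec read, taken 44 h post-infection following a 15 min RT substrate incubation.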
# Pf growth 48h = Primary qHTS for delayed death inhibitors of the malarial parasite plastid, 48 hour incubation | P. falciparum luciferase growth in erythrocytes, 48 h | Potency, µM (top dose mostly 28.7 µM), for the others: at the highest dose activity change, negative = inhibition, most hits filed as inhibitors | 310,000 compounds, 5.9% hits
#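 First compound was added to culture medium, then infected red cells at 0.1% parasitemia and 2% hematocrit (final). After incubation at 37 C under 5% CO2, luciferase detection reagent was dispensed and light output recorded.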
# Sm TGR inh = qHTS Assay for the Inhibitors of Schistosoma Mansoni Peroxiredoxins; purified TGR, DTNB reduction, TNB absorbance 405 nm; Potency, µM (titrated, usually from 114 µM), inactives show top-dose activity change, negative = inhibition, actives largely listed as inhibitors; 360,000 compounds, 3% hits; AID 485364, 2010; note: nearly all actives have a fitted effect of over 60% in size
#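 Kinetic colorimetric format: TGR-catalysed, NADPH-driven DTNB reduction monitored via TNB absorbance. Enzyme dispensed at 20 nM; compound exposure 15 min at room temperature before reaction start.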
# LmPK inh = qHTS Assay for Inhibitors of Leishmania Mexicana Pyruvate Kinase (LmPK); 290,000 compounds, 0.37% hits; purified LmPK, Kinase-Glo ATP luminescence, 1 h; Potency, µM (highest dose often 57.5 µM), inactives show at the highest dose activity change, negative = inhibition, usual class: inhibitors; Q27686
# Target sequence (Q27686 whole entry, looked up): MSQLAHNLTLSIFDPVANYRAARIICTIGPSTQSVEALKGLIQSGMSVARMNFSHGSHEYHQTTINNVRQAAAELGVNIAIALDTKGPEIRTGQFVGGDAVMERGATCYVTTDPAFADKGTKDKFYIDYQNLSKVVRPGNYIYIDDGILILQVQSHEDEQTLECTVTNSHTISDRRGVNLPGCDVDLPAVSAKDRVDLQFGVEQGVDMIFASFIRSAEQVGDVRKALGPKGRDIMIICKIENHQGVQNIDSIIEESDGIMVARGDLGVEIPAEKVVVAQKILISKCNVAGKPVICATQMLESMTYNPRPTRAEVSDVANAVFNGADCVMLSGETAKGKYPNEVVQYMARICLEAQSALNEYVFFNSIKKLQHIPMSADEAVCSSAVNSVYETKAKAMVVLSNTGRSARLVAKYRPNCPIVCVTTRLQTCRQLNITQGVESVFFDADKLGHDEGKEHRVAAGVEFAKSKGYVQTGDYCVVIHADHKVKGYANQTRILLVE
#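 Kinase-Glo luminescence read after 1 h RT reaction of 0.1 nM LmPK with 0.5 mM PEP and 0.1 mM ADP. Activity scaled between uninhibited and enzyme-free controls.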
# Pf growth 96h = Primary qHTS for delayed death inhibitors of the malarial parasite plastid, 96 hour incubation. AID 504834, 2011. 320,000 compounds, 6.9% hits. P. falciparum luciferase reporter growth, 96 h. Potency, µM (top dose mostly 28.7 µM), for inactives: top-dose activity change, negative = inhibition, hits mostly inhibitors
#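 Readout is luminescence from an integrated firefly luciferase in P. falciparum. Red cells, 2% hematocrit and 0.05% parasitemia final, were cultured with compound through two parasite generations (96 hours) at 37 C, 5% CO2.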
# Starred values were filed as active, the others as inactive; ? = inconclusive; nt = no result given; [ ] = another dose, or the depositor's remark. Calls come from the whole dose curve; as a rule, active = well fitted curve in the direction sought with a large enough effect; inconclusive = small, poorly fitted or top-dose-only effect, or another doubt; inactive = no such curve, though single readings can be large; an effect the other way counts as inactive or inconclusive. % is set by controls: 0 for no effect and ±100 for the full control effect; potency is the fitted concentration of half-maximal effect.
Structure,Pf growth 96h,LmPK inh,Sm TGR inh,Pf growth 48h,TbPYK inhibitor,HCV inh
CCCOc1ccc(C(C)=O)cc1CC(C(=O)OCC)C(=O)OCC,36%[activator],1%,-31%,6%,-19%,-9%
CCCS(=O)(=O)C/C(N)=N/OC(=O)c1ccc(Cl)cc1,49%[activator],3%,2%,29%,6%,6%
O=[N+]([O-])c1cc([N+](=O)[O-])c(Oc2c(F)cc(F)cc2F)cc1NN1CCCCC1,?,0%,-34%,29%,1%,21%
COCCN1C(=O)N[C@@H](c2cccc(F)c2)C(C(C)=O)=C1C,nt,-4%[11.5 µM],nt,nt,2%,1%
CCCNC(=O)C(Cc1cccc(OC)c1)NC(=O)c1ccc(C(C)(C)C)cc1 (centres undefined),?,nt,5%,?,2%,14%
COc1ccc(NC(=O)C(=O)N/N=C/c2cc(C)n(-c3cccc(Cl)c3Cl)c2C)c(OC)c1,nt,-1%,0%,?,-2%,?
CCc1oc2c(C)c(O)ccc2c(=O)c1-c1ccc2ccccc2n1,?,0%,-28%,?,0%,?
C#CC(CC)(CC)NC(=O)Nc1ccc(OCC)cc1,0%,0%,-1%,13%,0%,5%
Cc1ccc(-n2cccn2)c(CN2CCCC(C(=O)c3ccc4c(c3)OCO4)C2)c1 (centres undefined),-3%,6%,4%,?,2%,?
COCCCN1C2=C(C(=O)CC(C)(C)C2)C(c2ccc(O)c(OC)c2)C2=C1CC(C)(C)CC2=O,-8%,-22%,-62%,?,-3%,5%
O=c1c2ccccc2nc(/C=C/c2cc(Br)ccc2O)n1CCCO,?,-5%,-12%,1.3µM*,-7%,?
CCC(=O)Nc1ccc(C(=O)NNC(=O)COc2cccc(C)c2)cc1,63%,2%,0%,12%,-20%,2%
COc1ccccc1N1CCN(CC(=O)Nc2nccs2)CC1,1%,-4%,5%,-12%[0.00184 µM],-8%,-22%
COc1ccc(C(CNC(=O)COc2ccc(F)cc2Br)N2CCCC2)cc1 (centres undefined),-1%,-1%,-1%,?,3%,?
Cc1ccc(-n2ncc3c2CC(C)(C)CC3NC(=O)c2cc[n+]([O-])cc2)cc1 (centres undefined),26%,9%,-1%,-3%,-1%,12%

# Other compounds.
Structure,Pf growth 96h,LmPK inh,Sm TGR inh,Pf growth 48h,TbPYK inhibitor,HCV inh
O=C(CSc1nc2ccccc2o1)N/N=C/c1ccc(O)c(O)c1,88%[activator],-2%,-23%,55%[activator],-4%,?
COc1ccc(CCN2C(=O)CSC2=Nc2ccc(C)cc2C)cc1OC,?,-2%,8%,2.6µM*,1%,?
COCCCNc1oc(-c2cccs2)nc1S(=O)(=O)c1ccc(C)cc1,6%,-1%,-5%,-59%,-13%,-11%
O=C(NCc1ccccn1)c1ccc(OC2CCN(Cc3ccc(F)cc3F)CC2)cc1,-3%,1%,-17%,12µM*,-1%,-30%
CC(OC(=O)c1ccccc1CCc1ccccc1)C(N)=O (centres undefined),1%,3%,-12%,4%,1%,-24%
COP(=O)(CC(=O)c1ccccc1)CC(=O)c1ccccc1,12%,0%,nt,-5%,2%,7%
O=[N+]([O-])c1ccc(N2CCCC2)cc1NCc1ccccc1,2%,0%,-16%,8%,-11%,-2%
CCOc1ccc(/C=C/C(=O)N(CC)CC(=O)NCc2cccs2)cc1OC,5%,nt,-1%,-15%,-14%,5%
COC(=O)c1ccccc1S(=O)(=O)N1CCC(NC(=O)c2ccccc2)CC1,-21%,2%,-11%,?,4%,-1%
CC(C)(C)c1ccc(S(=O)(=O)N2CCN(CC(O)COCC3CCCO3)CC2)cc1 (centres undefined),?,nt,-12%,?,3%,15%
Cc1cc(NC(=O)CSc2nc3ccccc3s2)no1,nt,-5%,-6%,6%,-5%,2%
COc1cccc(-c2nc(C(=O)NCCCN3CCOCC3)cc3c2[nH]c2ccccc23)c1,8.3µM*,4%,0%,13µM*,2%,11µM*
S=C1NCN(Cc2ccco2)CN1c1ccccc1,-18%,-1%,1%,?,6%,-4%
COc1cccc(NC(=O)c2ccccc2F)c1,99%[activator],nt,5%,120%[activator],-1%,-2%
COc1ccc(-c2noc(CCC(=O)NCCN3CCN(c4ccccc4F)CC3)n2)cc1,69%[activator],1%,-3%,-10%,3%,6.3µM*

# The list continues.
Structure,Pf growth 96h,LmPK inh,Sm TGR inh,Pf growth 48h,TbPYK inhibitor,HCV inh
COc1ccc(OC)c(/C=C2\Oc3cc(OCC(=O)N4CCC[C@H]4C(=O)O)ccc3C2=O)c1,?,2%,-6%,-7%,3%,-3%
Cc1nn(CC(=O)Nc2c(C)n(C)n(-c3ccccc3)c2=O)c(C)c1[N+](=O)[O-],?,0%,0%,10%,-5%,26%
COc1cnn(-c2ccccc2)c(=O)c1OC,23%,3%,2%,11%,-1%,21%
COc1ccc(NC(=O)CSc2nc3ncccc3[nH]2)cc1OC,nt,0%,1%,21%,nt,3%
O=C(CSc1ccc2nnc(-c3ccccn3)n2n1)Nc1ccccc1C(F)(F)F,?,0%,-4%,-6%,5%,2%
O=C(NC(=S)Nc1ccccc1Cl)c1cnn2c(C(F)(F)F)cc(C(F)(F)F)nc12,?,-3%,1%,?,-1%,-5%
CCOc1ncccc1C(=O)OCC(=O)Nc1ccc2c(c1)OCCO2,-33%,nt,1%,-2%,-3%,-2%
O=S(=O)(Nc1ccc2c(c1)OCCO2)c1cccs1,?,-1%,1%,?,-7%,4%
COC(=O)[C@@]12CCCN1[C@H](c1ccc(-c3cccc(Cl)c3)c(OC)c1)[C@H]1C(=O)N(C)C(=O)[C@H]12,0.33µM*,nt,?,2.3µM*,4%,?
O=C(C1CCN(c2ncnc3c2sc2cccc(F)c23)CC1)N1CCOCC1,16%,0%,-15%,nt,-7%,?
CC(=O)Oc1cc2c(C(=O)NCc3ccncc3)c(C)oc2c2ccccc12,?,4%,-1%,-14%,-5%,11µM*
O=C(Oc1ccc(-c2csnn2)cc1)c1cccs1,28%,3%,4%,14%,0%,10%
O=C(Nc1cc([N+](=O)[O-])ccc1O)c1cccc(NC(=O)c2ccco2)c1,6%,-4%,0%,55%[activator],-1%,-4%
O=C(c1cc(Cl)c(=O)n(Cc2ccccc2)c1)N1CCOCC1,73%[activator],-3%,-3%,16%,6%,2%
CC(CCc1ccccc1)NC(=O)C(=O)NCCc1ccccc1 (centres undefined),58%[activator],3%,1%,7%,-3%,5%

# Shown as labelled records: 3 of the compounds above.
CCOc1ncccc1C(=O)OCC(=O)Nc1ccc2c(c1)OCCO2
- Pf growth 96h: -33%
- LmPK inh: nt
- Sm TGR inh: 1%
- Pf growth 48h: -2%
- TbPYK inhibitor: -3%
- HCV inh: -2%
O=C(Oc1ccc(-c2csnn2)cc1)c1cccs1
- Pf growth 96h: 28%
- LmPK inh: 3%
- Sm TGR inh: 4%
- Pf growth 48h: 14%
- TbPYK inhibitor: 0%
- HCV inh: 10%
O=C(c1cc(Cl)c(=O)n(Cc2ccccc2)c1)N1CCOCC1
- Pf growth 96h: 73%[activator]
- LmPK inh: -3%
- Sm TGR inh: -3%
- Pf growth 48h: 16%
- TbPYK inhibitor: 6%
- HCV inh: 2%

# Full records from above.
# Profile of COc1cnn(-c2ccccc2)c(=O)c1OC = Pf growth 96h: 23%; LmPK inh: 3%; Sm TGR inh: 2%; Pf growth 48h: 11%; TbPYK inhibitor: -1%; HCV inh: 21%
# Profile of CCOc1ncccc1C(=O)OCC(=O)Nc1ccc2c(c1)OCCO2 = Pf growth 96h: -33%; LmPK inh: nt; Sm TGR inh: 1%; Pf growth 48h: -2%; TbPYK inhibitor: -3%; HCV inh: -2%

# Next results follow.
Structure,Pf growth 96h,LmPK inh,Sm TGR inh,Pf growth 48h,TbPYK inhibitor,HCV inh
Cc1cc(C)c(S(=O)(=O)N2CC=C(c3ccccc3)CC2)c(C)c1,-2%,nt,-1%,?,-13%,-2%
CC(C)n1c(=O)[nH]c2cc(C(=O)Nc3ccccc3)ccc21,-2%,1%,-6%,10%,1%,-4%
O=C(Nc1cccc(F)c1)c1ccc(S(=O)(=O)N2CCOCC2)cc1,-26%,1%,3%,-15%,-2%,0%
COc1ccccc1C(=O)NCCC(=O)NCC(c1ccco1)N1CCCC1 (centres undefined),12µM*,nt,-15%,-27%,-3%,6%
CC(C)(C)NC(=O)NC(=O)CSc1nncs1,-2%,7%,6%,49%[activator],-1%,24%
O=C(Cn1ncc2c3ccccc3n(Cc3ccc(Cl)cc3)c2c1=O)NCCCN1CCCC1=O,13µM*,6%,-14%,-21%,2%,-24%
COc1cc(C(=O)Nc2sc(C)c(C)c2C(=O)O)cc(OC)c1OC,23%,0%,9%,10%,1%,-7%
O=C(Nc1nc2ccccc2n1Cc1ccccc1)c1ccco1,nt,-10%,-10%,13µM*,-9%,-23%
COc1cc(NC(=O)c2ccc3c(SCC(=O)O)c4c(nc3c2)CCC4)cc(OC)c1OC,38%[activator],-5%,-14%,-16%,4%,-9%
COc1cccc(/C=N/Nc2ccc(C(=O)O)cc2)c1O,-24%,?,-1%,-56%,?,21%
O=C(Nc1ccc2c(c1)OCO2)C1CCN(C(=O)c2ccc(Cl)cc2)CC1,59%[activator],6%,6%,-13%,7%,0%
CCOC(=O)c1ccc(NC(=O)NCc2ccncc2)cc1,244%[activator],-13%,6%,-8%,3%,6%
CCN(CC)C(=O)CSc1nnc(-c2ccco2)n1Cc1ccco1,54%[activator],8%,50µM*,-6%,-17%,24%
O=C(NC(=S)Nc1ccc(N2CCOCC2)cc1)c1cccs1,0%,6%,8.9µM*,45%[activator],0%,-18%
CCCN(CC1CC1)C(=O)CSc1ncnc2sc(C)c(C)c12,-29%,11%,-5%,nt,2%,?

# Next part
Structure,Pf growth 96h,LmPK inh,Sm TGR inh,Pf growth 48h,TbPYK inhibitor,HCV inh
CCC(=O)NCCNC(=O)c1c(SC)nsc1SC,33%[activator],-6%,0%,53%[activator],0%,8%
C=C(C)CSc1nc2sc3c(c2c(=O)n1-c1ccc(OC)cc1)CCN(C)C3,1µM*,0%,-14%,1.9µM*,5%,?
CCOC(=O)C1(Cc2ccc(OC)cc2)CCN(C(=O)Cc2cccnc2)CC1,?,3%,-3%,?,-5%,10%
CC1=CC2=NC(=O)CC(C)(C(=O)N(CC(=O)NC3CCCC3)c3ccccc3C)N2C=C1 (centres undefined),-6%,3%,9%,25%,-5%,-3%
O=C(Nc1ccc(S(=O)(=O)Nc2ccccn2)cc1)c1cccc([N+](=O)[O-])c1,-6%,10%,2%,?,-9%,-9%
CCN(CC)S(=O)(=O)c1ccc(N=N/C(C(C)=O)=C(/C)O)cc1,22%,-2%,-11%,nt,-2%,-2%
Cc1ccc(C(=O)OCC(=O)N2CCCCCC2)c(O)c1,250%[activator],nt,17%,375%[activator],-9%,2%
CC(NC(=O)c1ccc(F)cc1F)C1CC2CCC1C2 (centres undefined),19%,1%,-15%,12%,2%,-1%
Cc1ccc(-c2nnc(Nc3ccccc3)c3ccccc23)cc1S(=O)(=O)NCC1CCCO1 (centres undefined),?,-3%,-12%,4.1µM*,5%,?
COC(=O)[C@H](C)NC(=O)/C=C/c1ccc(OC)cc1,45%[activator],-7%,-5%,27%,-3%,1%
CNc1ccccc1C(=O)OCC(C)=O,1%,3%,-1%,23%,1%,4%[8.37 µM]
Cc1ccccc1C(=O)N1CCN(c2ccc(NC(=S)NC(=O)c3cccs3)cc2)CC1,-3%,1%,nt,9.3µM*,-3%,?
CN(C)CCNC(=O)CNC(=S)N(Cc1ccccc1)Cc1ccccc1F,?,8%,-2%,303%[activator],0%,1%
O=C(NCCCN1CCCC1=O)c1cccc(S(=O)(=O)Nc2ccc(F)cc2)c1,13µM*,nt,-16%,?,-1%,1%
C=CCNC(=S)NNc1nc2c(c(=O)[nH]1)C1(CCCC1)Cc1ccccc1-2,-12%,4%,0%,11%,-13%,-5%

# Source: PubChem (National Center for Advancing Translational Sciences (NCATS))
